Screening data as filed in PubChem BioAssay.
S2 tox: viability counter-screen for ATXN expression inhibitors; S2 cells (HEK-293 line with an ATXN2-luciferase reporter) viability, CellTiter-Fluor protease fluorescence, 24 h; Potency, µM (highest dose often 56.7 µM), most hits filed as cytotoxic; 400,000 tested, 0.49% active; AID 651635; also: potency is read from the fitted curve at half-maximal effect; nearly all actives have a fitted effect of over 40% in size
IL-1B inflam inh: blocks inflammasome-driven IL-1 beta release; THP-1 LPS/ATP IL-1B secretion, AlphaLISA, 16 h; stronger effect = lower value; activity change, % at 57.5 µM; 360,000 tested, 4.7% active; AID 743279; in the data active = activity change below about -50%; inconclusive = mostly about -30% to -49%; also: % is scaled to controls: 0 for no effect and ±100 for the full control effect
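THP-1 cells pretreated 1 hr with compounds (up to 57.5 uM final), then stimulated with LPS (250 ng/mL final) plus ATP (1.25 mM final); secreted IL-1B measured by AlphaLISA after 16 hr, decreased signal indicating inhibition.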
Nrf2 block: inhibitors of Nrf2 signaling; A549 ARE-Fluc reporter, luciferase luminescence, 18-24 h; Potency, µM (titrated, usually from 46 µM), inactives show at the highest dose activity change, negative = inhibition, most hits filed as inhibitors; 360,000 tested, 2.1% active; AID 504444; also: potency is read from the fitted curve at half-maximal effect; % is scaled to controls: 0 for no effect and ±100 for the full control effect; nearly all actives have a fitted effect of over 60% in size
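A549 ARE_Fluc cells (5000/well, 5% FBS OPTI-MEM) pre-incubated 2 h, then treated with compounds 18-24 h at 37C/5% CO2 in concentration-response. CellTiter-Fluor viability read first; BugLite luciferase luminescence after 15 min at room temperature gives Nrf2 activity.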
TGFb inhibitor: blocks TGF-b signaling; HepG2 CAGA-GFP TGF-b/SMAD3 reporter, GFP fluorescence, 18 h; TGF-beta stimulated, 500 pg/mL final; AID 588855; 410,000 tested, 1.2% active; Potency, µM (series often up to 46.1 µM), for the others: top-dose activity, negative = inhibition, most hits filed as inhibitors; also: potency is read from the fitted curve at half-maximal effect; % is scaled to controls: 0 for no effect and ±100 for the full control effect; nearly all actives have a fitted effect of over 65% in size
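HEPG2 CAGA-GFP, 1000 cells/well; 2 h settle, 37 C; cpd via pin tool; TGF-b 500 pg/mL final; 18 h, 37 C; GFP imaging ex488/em500-530; %Activity normalised to -TGF-b and +DMSO controls; CRC fit, curve class.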
HepG2 viability: counter-screen for TGF-b inhibitors: cytotoxicity in HepG2 cells | AID 588856 | HepG2 CAGA-GFP viability, ATP luminescence, 18 h | 410,000 tested, 0.76% active | Potency, µM (series often up to 46.1 µM), for inactives: top-dose activity change, negative = cytotoxicity, usual class: cytotoxic; also: potency is read from the fitted curve at half-maximal effect; some results filed as inactive show a strong effect at the top dose
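CellTiter-Glo luminescence gave cytotoxicity after 18 hours at 37 degrees C. The cells were HepG2 CAGA-GFP in 1% FBS DMEM, stimulated with 500 pg/mL TGF-beta after compound addition. %Activity was normalised to no-cell wells (complete cell-killing) and DMSO (no toxicity), and curves were fitted and classified.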
Nrf2 ARE act: Nrf2 pathway activation; AREc32 ARE-luciferase reporter (MCF7-derived line), luminescence, 24 h; Potency, µM (series often up to 46.1 µM), inactives show at the top dose activation, hits mostly activators; 410,000 tested, 0.31% active; AID 624171; also: potency is read from the fitted curve at half-maximal effect; % of control where 0% means no effect; nearly all actives have a fitted effect of over 65% in size
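AREc32 cells carrying an ARE-driven firefly luciferase, 1000 cells/well in OPTI-MEM with 5% FBS, dosed after overnight attachment and incubated 24 hr at 37 deg C. Steady-Glo luminescence read after 30 min at RT.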
A549 viability: kills or reduces viability of A549 cells in Nrf2 counter-screen; A549 ARE-Fluc cells, CellTiter-Fluor viability, 18-24 h; Potency, µM (top dose mostly 46 µM), for the others: at the top dose activity change, negative = cytotoxicity, most hits filed as inhibitors; 390,000 tested, 0.16% active; AID 504648; also: potency is read from the fitted curve at half-maximal effect; % is scaled to controls: 0 for no effect and ±100 for the full control effect
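A549 ARE-Fluc cells in 5% FBS OPTI-MEM, 5000 cells/well, rested 2 h then exposed to compounds in concentration-response for 18-24 h at 37 °C. Viability by CellTiter-Fluor fluorescence (Ex 405/Em 525) after 30 min; luciferase luminescence (BugLite, 15 min, RT) read afterwards.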
ATXN2 expr inh: inhibitors of ATXN2 expression; HEK-293 ATXN2-luciferase reporter, luminescence, 24 h; Potency, µM (series often up to 57 µM), for inactives: top-dose activity change, negative = inhibition, actives largely listed as inhibitors; 360,000 tested, 0.72% active; also: potency is read from the fitted curve at half-maximal effect; % is scaled to controls: 0 for no effect and ±100 for the full control effect; nearly all actives have a fitted effect of over 55% in size
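qHTS (up to 57 uM final) was run with 24 h compound exposure of reporter cells at 37 °C. Each well was multiplexed: SteadyGlo luminescence measured ATXN2-luciferase expression after a fluorogenic Gly-Phe-AFC viability readout (25 uM final).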
MCF10A rerep: induces DNA re-replication in MCF 10a normal breast cells | MCF 10A DNA re-replication, Hoechst nuclear intensity, 48 h | Potency, µM (top dose mostly 46.1 µM), for inactives: at the top dose activity, positive = re-replication, usual class: activators | AID 624296 | 350,000 tested, 2.9% active; also: potency is read from the fitted curve at half-maximal effect; % of control where 0% means no effect; nearly all actives have a fitted effect of over 50% in size
* marks the source's active call; other numbers are inactive results; i = inactive; ? = inconclusive; . = no result given; [ ] = dose if it differs, or a comment. Unless noted, calls follow the shape of the dose curve; as a rule, active = well fitted curve in the direction sought with a large enough effect; inconclusive = small, poorly fitted or top-dose-only effect, or another doubt; inactive = no such curve, though single readings can be large; an effect the other way counts as inactive or inconclusive.

SMILES	S2 tox	IL-1B inflam inh	Nrf2 block	TGFb inhibitor	HepG2 viability	Nrf2 ARE act	A549 viability	ATXN2 expr inh	MCF10A rerep
CCOc1ccc(-c2cc(C(=O)NCCCOC)c3c(-c4ccc(CC)cc4)[nH]nc3n2)cc1	i	.	8%	-9%	1%	0.2%	-3%	12%	.
CC1S/C(=C(\C#N)C(=O)NCc2ccco2)N(Cc2ccco2)C1=O (stereo not given)	i	26	25%	22%	8%	?	14%	7%	22%
COc1ccc(CNc2cc(C)ccn2)c(O)c1	i	-24	9%	11%	5%	0.4%	?	0%	2%
CN1C(=O)C(c2ccccc2[N+](=O)[O-])C(=O)c2ccccc21 (stereo not given)	i	14	-3%	0%	8%	0.5%	-9%	-5%	6%
C=CCn1cc(-c2cccc(Cl)c2)cc(C#N)c1=O	i	-11	-1%	-28%	2%	0.6%	-1%	-9%	-3%
COc1ccc2oc(C(=O)NCC3CCCO3)c(C)c2c1 (stereo not given)	i	0	?	4%	-4%	0.5%	-7%	33%	-5%
CCOc1ccc(NC(=O)CCS(=O)(=O)c2ccc(C)cc2)cc1	i	-1	0%	-2%	-5%	-0.2%	2%	8%	4%
CCn1cc(S(=O)(=O)c2ccc(OC)cc2)c(=O)c2cc(F)c(N3CCN(C)CC3)cc21	i	5	2%	4%	-9%	1.8%	6%	-5%	0%
NNC(=O)c1ccc(OCC2CC(c3ccc(Cl)cc3)=NO2)cc1 (stereo not given)	i	-1	?	?	13µM*	9.1%	?	-33%	16%
O=C(NCc1cccnc1)c1ccc(N2CCOCC2)c([N+](=O)[O-])c1	i	47	-18%	-14%	-3%	0.2%	-6%	-15%	7%
COc1cc2c(cc1OC)C[N+](C)(C)CC2	i	-3	1%	-3%	-2%	-0.1%	11%	-10%	?
CC1CN(CC(O)c2ccc(Br)cc2)CCO1 (stereo not given)	i	6	-1%	-6%	4%	0.3%	-2%	-4%	-3%
N#Cc1cccc(C#N)c1Oc1ccc(S(=O)(=O)Nc2ccc(Cl)cc2)cc1	i	-30	?	?	-12%	12%	-7%	.	?
COc1ccc(-n2nc3ccc(NC(=O)c4cccc(OCCC(C)C)c4)cc3n2)cc1	i	.	-12%	-21%	-2%	-0.7%	0%	0%	.
CC1(C)C(=O)Nc2ccccc2N1C(=O)COC(=O)CNS(=O)(=O)c1ccc(F)c(F)c1F	i	-22	-10%	10%	3%	5.7%	8%	.	8%
CCOc1cc(-c2cc(-c3ccc(NC(C)=O)cc3)nc(N)c2C#N)ccc1O	?	-53*	5%	-8%	-42%	-1.1%	1%	.	18µM*
S=c1[nH]ncn1/N=C/c1ccco1	?	-6	.	-10%	-4%	-1.4%	.	.	.
O=C(CN1CCN(S(=O)(=O)c2cccc(Cl)c2)CC1)N1CCCCC1	i	15	-3%	9%	2%	-0.9%	2%	-6%	3%
Cn1c2c(c3ccccc31)CCN=C2c1ccccc1	i	19	8%	9%	18%	-0.6%	-1%	0%	14%
COc1ccc(OC)c(NC(=O)c2c(NCc3ccc(OC)c(OC)c3)sc3c2CCC(C)C3)c1 (stereo not given)	?	.	.	?	-20%	17%	?	?	.
CC(C)(C)c1ccc(C(=O)NNC(=O)C(=O)N2CCCCC2)cc1	i	0	?	4%	34%	3.9%	0%	36%	5%
Cc1cc(C)cc(NC(=O)c2cc(S(=O)(=O)N3CCCCCC3)cn2C)c1	i	.	.	3%	-1%	-0.1%	16%	0%	.
N#Cc1nc(-c2ccc(COc3ccccc3)o2)oc1NCc1ccccc1	?	.	-27%	?	-61%	0.6%	-2%	-32%	.
On1nnc2cc(C(F)(F)F)ccc21	?	0	0%	-2%	-1%	-0.3%	1%	-36%	-12%
COCCn1cnnc1SCC(=O)c1ccc(S(=O)(=O)N2CCCC2)cc1	i	6	2%	2%	-1%	0.2%	-8%	-4%	-2%
The list goes on.
SMILES	S2 tox	IL-1B inflam inh	Nrf2 block	TGFb inhibitor	HepG2 viability	Nrf2 ARE act	A549 viability	ATXN2 expr inh	MCF10A rerep
O=C(c1cc2c(c(-c3cccc(-c4ccncc4)c3)n1)[C@@H](CCO)N(C(=O)c1ccc3c(c1)OCO3)C2)N1CCOCC1	i	-5	.	.	.	0.3%	.	11%	.
CCOC(=O)C1=C(Nc2ccccc2)CSC1	?	-6	.	-3%	1%	0.3%	.	.	.
Cc1nn(Cc2ccccc2)c2c1C(c1ccco1)C(C#N)=C(N)O2 (stereo not given)	i	-3	.	14%	6%	6.0%	-13%	-7%	5%
Cc1ccc(SCC(=O)NCCC2=CCCCC2)cc1	i	0	17%	-18%	0%	3.8%	4%	29%	6%
Cc1cc(N2CCN(C)CC2)ccc1NC(=O)c1c2c(nc3ccccc13)CCN(Cc1ccccc1)C2	?	-100*	18µM*	10µM*	10µM*	28%	10µM*	-29%[11.3 µM]	24%
CCOC(=O)C1=C(C)NC(=S)NC1c1cccs1 (stereo not given)	i	12	7%	0%	11%	0.1%	8%	-2%	4%
CCN(CC)C(=O)[C@H]1C[C@H](CC(=O)NCc2ccco2)C(=O)N2CCc3c([nH]c4cc(-c5ccco5)ccc34)[C@]12C	i	-3	?	?	2%	25%	-8%	-25%	?
CC(=O)Nc1ccccc1OCCCN1CCC(C(O)(c2ccccc2)c2ccccc2)CC1	i	-3	.	.	.	9.0%	.	-3%	.
CN(CC(=O)Nc1ccccc1Br)Cc1nc2ccccc2c(=O)[nH]1	i	-19	.	17%	-4%	0.2%	0%	1%	7%
Cc1cc(C)n2nc(CNC(=O)c3c(F)cccc3F)nc2n1	.	.	4%	-54%	4%	-0.3%	8%	.	.
O=C(CCC(=O)c1cccs1)OCC(=O)c1ccccc1F	i	-8	9%	11%	-1%	-0.3%	2%	3%	-1%
COc1cc2ccc(=O)oc2cc1OCC(O)C(C)(C)O (stereo not given)	i	-4	9%	-12%	-18%	0.3%	0%	-3%	3%
O=S(=O)(c1ccc(F)cc1)N1CCC(n2cnc3ccccc32)CC1	i	19	5%	-3%	-22%	-0.5%	1%	19%	0%
COc1ccc(OC)c(C2C(C(=O)Nc3ccc(F)cc3)=C(C)Nc3nc(CCCO)nn32)c1 (stereo not given)	i	7	17%	24%	30%	0.7%	-2%	-5%	-3%
COc1ccccc1/C=C1\SC(=S)N(CCC(=O)NCCCn2ccnc2)C1=O	?	10	-13%	0%	-5%	-1.0%	-7%	.	-14%
O=C(NCC(c1cccnc1)N1CCc2ccccc21)c1ccccc1Br (stereo not given)	.	.	?	-14%	-9%	0.0%	-5%	.	.
COc1ccc(-c2nc3c4ccccc4ccn3c2C=O)cc1	i	0	12%	0%	-29%	14%	7%	-9%	?
Cc1ccc(C(=O)OC2CCS(=O)(=O)c3sccc32)cc1 (stereo not given)	i	-3	.	15%	5%	2.2%	1%	4%	7%
O=C(O)c1cc([N+](=O)[O-])c(Sc2nc3ccccc3[nH]2)c([N+](=O)[O-])c1	?	-7	-26%	2%	16%	?	-14%	.	1%
CCCN1CCN(C(=S)Nc2ccccc2C(F)(F)F)CC1	i	22	16µM*	-2%	7%	2.0%	-2%	-19%	24%
NC(=O)CC(NC(=O)Cc1ccc(Cl)cc1)c1ccc(NCC2CC2)c([N+](=O)[O-])c1 (stereo not given)	i	16	?	7%	7%	2.9%	-15%	-32%	-14%
COc1ccccc1CN1CCC(CNS(=O)(=O)c2cc(-c3cc(C)no3)ccc2C)CC1	i	?	10%	?	-41%	3.6%	-9%	-12%	3%
CC(C)CN(C(=O)c1cccc(F)c1)c1c(N)n(CC(C)C)c(=O)[nH]c1=O	i	-8	6%	-17%	-6%	0.1%	-1%	10%	1%
CC(C)N(C(=O)[C@H]1C[C@H](CC(=O)NCCC2=CCCCC2)C(=O)N2CCc3c([nH]c4ccc(Cl)cc34)[C@]12C)C(C)C	i	-22	21µM*	?	-22%	0.4%	?	-7%	?
O=C(c1ccccc1)c1c[nH]c(C(=O)NCCCn2ccnc2)c1	i	-19	.	2%	-1%	1.0%	3%	2%	23%

3 entries out of the list above, ordered by the value under Nrf2 ARE act, high to low.
SMILES	Nrf2 ARE act
CCCN1CCN(C(=S)Nc2ccccc2C(F)(F)F)CC1	2.0%
CCOC(=O)C1=C(Nc2ccccc2)CSC1	0.3%
O=S(=O)(c1ccc(F)cc1)N1CCC(n2cnc3ccccc32)CC1	-0.5%

Further results.
SMILES	S2 tox	IL-1B inflam inh	Nrf2 block	TGFb inhibitor	HepG2 viability	Nrf2 ARE act	A549 viability	ATXN2 expr inh	MCF10A rerep
CCCN1C(C)C(C(=O)OCC)=CN(Cc2ccc(Br)cc2)S1(=O)=O (stereo not given)	i	-7	-14%	?	-20%	6.1%	12%	-6%	2%
COc1ccccc1C1(CCNS(=O)(=O)c2ccc(C)cc2)CCOC(C(C)C)C1 (stereo not given)	i	?	4%	?	-38%	5.6%	8%	-3%	?
Cc1ccc(CSCC(=O)Nc2cc(S(=O)(=O)N3CCOCC3)ccc2OCC(F)(F)F)cc1	i	12	?	-14%	-21%	0.5%	-16%	-21%	2%
CCN(CC)CCNC(=O)Cn1nc(Cc2cccnc2)c2ccccc2c1=O	i	-12	19%	-4%	1%	2.2%	3%	-9%	2%
O=C1CCC(C(=O)N2CCC(CCO)CC2)CN1Cc1ccc(Cl)cc1 (stereo not given)	?	9	-8%	-1%	18%	-0.1%	1%	-8%	0%
Cc1ccc(OCCCC(=O)Nc2cc(S(=O)(=O)N3CCOCC3)ccc2N2CCOCC2)cc1	i	-14	-7%	-8%	2%	0.1%	1%	1%	0%

Look-ups from the results shown:
Result for Cn1c2c(c3ccccc31)CCN=C2c1ccccc1 in TGFb inhibitor: 9%
Result for NC(=O)CC(NC(=O)Cc1ccc(Cl)cc1)c1ccc(NCC2CC2)c([N+](=O)[O-])c1 (stereo not given) in A549 viability: -15%

Compounds were not picked by outcome; about 8.8% have a hit in one of these screens.
